Bioassay records as filed in PubChem.
D2 PAM: positively modulates the human D2 dopamine receptor allosterically | HEK293 T-REx D2, calcium flux, EC20 dopamine potentiation | potentiation, % at 10 µM | hit rate 0.34% among 340,000 | AID 485347;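 active = potentiation over 3 SD above the plate norm, cut at about 30% in these data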; note: 0% is about no effect
Target sequence (P14416 whole entry, looked up): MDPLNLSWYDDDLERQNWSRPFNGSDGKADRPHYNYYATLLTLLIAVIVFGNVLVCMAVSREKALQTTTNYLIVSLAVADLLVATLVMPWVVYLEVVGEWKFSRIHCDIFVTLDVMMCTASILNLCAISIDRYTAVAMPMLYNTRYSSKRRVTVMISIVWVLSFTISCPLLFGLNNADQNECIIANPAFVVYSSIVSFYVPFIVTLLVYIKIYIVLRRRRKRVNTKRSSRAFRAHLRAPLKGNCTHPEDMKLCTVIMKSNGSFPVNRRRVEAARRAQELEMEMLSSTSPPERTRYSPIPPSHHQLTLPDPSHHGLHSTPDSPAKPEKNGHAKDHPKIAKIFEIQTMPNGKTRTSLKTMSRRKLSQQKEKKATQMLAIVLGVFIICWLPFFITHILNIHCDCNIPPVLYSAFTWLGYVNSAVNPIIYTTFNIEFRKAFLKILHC
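Tetracycline-induced HEK293 T-REx cells force-coupled to calcium signalling expressed D2; compounds were pin-added after a 10 s baseline, read kinetically 180 s, then an EC20 dopamine challenge followed with a further 180 s calcium read.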
RXFP1 ag: RXFP1 (human) receptor agonism. Q9HBX9. HEK293T-RXFP1 cAMP TR-FRET, 30 min; response scale: percent of porcine relaxin response, buffer zero. Potency, µM (doses to about 57.5 µM), for inactives: top-dose activation, actives largely listed as activators. hit rate 0.3% among 370,000. AID 2676; note: potency is the fitted concentration of half-maximal effect; % is set by controls: 0 for no effect and ±100 for the full control effect; nearly all actives have a fitted effect of over 60% in size; many of its hits are not listed in these tables
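cAMP rise read by TR-FRET after 30 min, 37C compound exposure (up to 58 uM) in RXFP1-transfected HEK293 cells with Ro 20174 present. EC50 from Hill-equation fits, with 29 nM porcine relaxin as 100% and buffer as basal.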
D1 ag: activates the human D1 dopamine receptor | P21728 | HEK293 T-REx D1 cells, calcium flux, agonist mode | activation, % at 2 µM | hit rate 1% among 360,000; in the data active = activation above about 30%; note: 0% is about no effect
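Inducible HEK293 T-REx D1 cells, force-coupled to calcium signalling, were plated at 4000 cells/well with tetracycline and held overnight at 30 C. After no-wash calcium dye loading, compound-evoked calcium rise over 180 s flagged agonists.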
D1 antag: blocks dopamine activation of the human D1 receptor; activity change, negative = inhibition, % at 10 µM; AID 504652; hit rate 3.2% among 360,000; P21728; HEK293 TREx D1 cells, calcium flux, dopamine EC80; active compounds read low; in the data active = activity change below about -30%; note: % is set by controls: 0 for no effect and ±100 for the full control effect
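Compound effects on dopamine-evoked calcium signalling were measured in tetracycline-induced HEK293 Trex D1 cells. Dopamine at EC80 followed a 180 s compound pre-read, and fluorescence was tracked kinetically for 180 s more.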
Vif-A3F inh: Vif-A3F binding inhibition; HeLa A3F-eYFP + Vif (tagged APOBEC3F with the HIV-1 protein that degrades it), YFP fluorescence increase; Potency, µM (series often up to 46.1 µM), for inactives: at the top dose activity, negative = active; hit rate 0.2% among 390,000; note: potency is the fitted concentration of half-maximal effect; % of control where 0% means no effect; nearly all actives have a fitted effect of over 65% in size
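Fluorescence increase (Ex 488/Em 500-530) after overnight compound treatment at 37 deg C flags inhibition of Vif-driven A3F-eYFP loss in stable HeLa A3F-eYFP/Vif cells seeded overnight beforehand.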
Vif-APOBEC3G blk: Vif-A3G binding inhibition; Potency, µM (highest dose often 46.1 µM), for the others: at the top dose activity, negative = active, actives largely listed as inhibitors; hit rate 0.076% among 410,000; Q9HC16; HeLa A3G-eYFP + Vif (tagged APOBEC3G with the HIV-1 protein that degrades it), YFP fluorescence, overnight;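 note: potency is the fitted concentration of half-maximal effect; % is set by controls: 0 for no effect and ±100 for the full control effect; nearly all actives have a fitted effect of over 60% in size; hits raise eYFP signal because A3G escapes Vif-driven loss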
Target sequence (Q9HC16 whole entry, looked up): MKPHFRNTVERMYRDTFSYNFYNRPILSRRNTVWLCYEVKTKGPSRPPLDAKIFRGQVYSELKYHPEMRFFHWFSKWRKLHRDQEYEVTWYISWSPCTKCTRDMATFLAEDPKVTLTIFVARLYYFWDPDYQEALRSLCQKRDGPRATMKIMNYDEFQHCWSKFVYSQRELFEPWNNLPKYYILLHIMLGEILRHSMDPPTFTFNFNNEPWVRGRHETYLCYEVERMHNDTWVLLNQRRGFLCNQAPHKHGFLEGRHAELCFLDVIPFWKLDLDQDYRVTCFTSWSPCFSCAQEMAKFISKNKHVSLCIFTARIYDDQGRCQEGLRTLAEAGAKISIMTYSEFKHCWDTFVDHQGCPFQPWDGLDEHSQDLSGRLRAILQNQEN
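HeLa cells stably expressing Vif and C-terminally eYFP-tagged A3G, seeded overnight at 37 deg C, then exposed to compound by pintool overnight at 37 deg C. Rise in yellow fluorescence (Ex 488/Em 500-530, Acumen) marks blocked Vif-driven A3G degradation.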
Glioma ERSR ind: ER stress response induction in glioma; Potency, µM, for inactives: top-dose activation, usual class: activators; hit rate 0.02% among 420,000; U87-MG GRP78 promoter luciferase reporter, 16 h; AID 602332; note: potency is the fitted concentration of half-maximal effect; series mostly up to about 76 µM; % of control where 0% means no effect; nearly all actives have a fitted effect of over 35% in size
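ERSR induction read as luciferase luminescence (Bright-Glo, 10 min at room temperature) in stably transfected human U87-MG glioma cells exposed to compounds for 16 h, using GRP78 as sensor.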
D1 potentiator: human D1 dopamine receptor positive modulation; hit rate 0.036% among 360,000; P21728; potentiation, % at 10 µM; AID 504651; HEK293 TREx D1 cells, calcium flux, dopamine EC20 potentiation; in the data active = potentiation above about 30%; note: 0% is about no effect
RXFP1 antagonist: antagonists of human relaxin receptor RXFP1. activity change, negative = inhibition, % at 57.5 µM. hit rate 0.59% among 350,000. HEK293-RXFP1, relaxin-stimulated cAMP HTRF, 30 min; active compounds read low. Q9HBX9;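 active = activity change of -60% or lower, but not beyond a set lower limit; inconclusive = change between -60% and -40%, or beyond the set limit; inactive = change above -40%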; note: % is set by controls: 0 for no effect and ±100 for the full control effect
* marks the source's active call; other numbers are inactive results; ? = inconclusive; · = not tested or not shown; & = joins results of further samples; [ ] = remark or other dose. Unless noted, calls come from the whole dose curve; as a rule, active = well fitted curve in the direction sought with a large enough effect; inconclusive = small, poorly fitted or top-dose-only effect, or another doubt; inactive = no such curve, though single readings can be large; an effect the other way counts as inactive or inconclusive. The list is partial; count on the stated rates, not on these rows.

molecule,D2 PAM,RXFP1 ag,D1 ag,D1 antag,Vif-A3F inh,Vif-APOBEC3G blk,Glioma ERSR ind,D1 potentiator,RXFP1 antagonist
Cc1c(C(=O)c2ccc(Br)cc2)c(=O)n(C)c(=O)n1C,10,0.6%,1,14,-17%,5%,-3%,0,-1
COC(=O)c1c(NC(=O)C2CCCCC2)sc2c1CCN(C(C)C)C2,-2,-1.5%,1,15,4%,8%,1%,5,1
O=C(NCc1ccccn1)c1ccccc1-c1ccccc1,-1,2.1%,1,5,8%,1%,-3%,-4,-7
COc1cc(/C=C2\N=C(C)OC2=O)cc(Cl)c1OC(C)=O,-11,-3.2%,1,-16,10%,2%,0%,-5,0
CN(C)c1ccc(/C=C/c2nc3ccccc3c(=O)n2-c2ccc(C(=O)O)cc2)cc1,10,11%,102*,2,?,?,0%,-5,-5
O=C(c1ccc(OC2CCN(Cc3cccc(OCCO)c3)CC2)cc1)N1CCCC1,9,-0.7%,8,2,-4%,2%,-4%,2,7
CCCn1c(SCC(=O)c2cc(C)c(C)cc2C)n[nH]c1=O,11,-0.2%,6,2,10%,7%,-3%,3,-6
CCOc1cc(C(=O)Nc2ccccc2N2CCOCC2)ccc1OCC(=O)N1CCOCC1,7,0.9%,-1,23,-1%,2%,-6%,-7,-3
CCCn1nc(C(=O)NCCc2ccc(S(N)(=O)=O)cc2)c2ccccc2c1=O,-1,0.9%,0,-15,-1%,-1%,-6%,-9,3
CC(C)n1nnnc1SCC(=O)NCc1cccs1,21,0.0%,2,7,5%,-2%,7%,2,0
Cc1cc(C)c(S(=O)(=O)N2CCN(C(=O)c3cc4ccccc4o3)CC2)c(C)c1,6,-1.5%,8,-4,-15%,2%,0%,4,-11
COc1ccc(OCCC(=O)NC2CCCCC2)cc1,5,-1.7%,3,5,-5%,1%,-3%,-2,-30
CC(=O)Nc1ccc(C(=O)n2cnc3cc(C)c(C)cc32)cc1,-1,2.4%,5,-8,-13%,-11%,1%,-1,-10
O=C(CSc1nc2nccnc2c(=O)n1Cc1cccs1)Nc1ccccc1,8,12%,3,-3,2%,-2%,-5%,-7,22
Cc1ccc2nc(SCC(=O)c3c(C)[nH]c4ccccc34)[nH]c2c1,2,1.2%,12,-7,-10%,-4%,2%,-5,-11
COc1ccc(/C(O)=C2\C(=O)C(=O)N(c3cc(C)on3)C2c2ccccc2OC)cc1C (stereo not given),-9,21%,0,-4,-28%,-6%,-4%,-2,4
CCCCN(CCCC)CCCNC(=O)c1ccc2nc(N3CCCCC3)sc2c1,-1,0.5%,1,-20,1%,0%,0%,-5,-18
O=C(CCl)N1N=C(c2ccco2)CC1c1ccco1 (stereo not given),4,2.7%,0,1,4%,-27%,-9%,-1,-12
CCN1C(=O)/C(=c2\o/c(=C3\C=Cc4ccccc4N3CC)c(=O)n2CC)SC1=S,0,1.3%,1,9,-11%,0%,-4%,-5,-10
COc1ccc(N2C(=O)CCC(C(=O)O)C2c2ccccc2OC)cc1 (stereo not given),3,0.2%,0,3,10%,3%,1%,-2,-4
Cc1ccc(NC(=O)CN(c2cc(C)cc(C)c2)S(=O)(=O)c2c(C)noc2C)nc1,5,2.0%,3,-2,-4%,-7%,-2%,1,·
Cc1cc(SCc2c(F)cccc2Cl)nc(=O)[nH]1,1,13%,4,11,-7%,-6%,0%,-1,10
Cc1cc2c(c(=O)n1Cc1ccccc1)C1O[C@](c3ccsc3)(Cc3ccccc31)O2,·,1.5%[11.5 µM],1,-15,·,·,·,-2,·
O=C(O)c1ccc2oc(=O)n(Cc3ccccc3)c2c1,2,-0.1%,0,-20,-2%,-4%,-3%,0,-4
CC(=O)N/C(=C\c1ccccc1)C(=O)OCC(=O)NC1CCS(=O)(=O)C1 (stereo not given),9,-0.6%,5,-6,4%,-1%,-4%,·,4
CC(C)c1ccc(NC(=O)c2cnn3c(C(F)F)cc(-c4ccccc4)nc23)cc1,5,-1.7%,0,-3,1%,2%,7%,-5,·
CCn1c(O)c(/C=C2\C=NN=C2c2ccccc2)sc1=S,4,0.0%,2,3,-19%,2%,-3%,2,-8
Cc1nc2ccc(C(=O)OCc3ccccc3Br)cc2nc1C,1,0.5%,2,-8,-3%,0%,1%,-7,-5
COc1ccccc1OCC(=O)Nc1cccc(-c2nnc(-c3ccco3)o2)c1,7,-0.7%,1,1,14%,-10%,-1%,-10,-18
Cc1ccc(C(=O)ON=C2CCN(c3ccc([N+](=O)[O-])cc3)CC2)cc1,-5,-0.5%,2,-26,-6%,0%,-1%,-7,-1
CCOC(=O)c1nn(-c2cccc(Cl)c2)c(C)c1C(C)=O,-12,2.7%,-1,·,·,-6%,-7%,-1,-13
O=C(Cn1cncn1)N/N=C/c1ccccc1Cl,-8,1.2%,0,-11,0%,0%,-2%,-8,2
N#Cc1ccc(-c2cccnc2)nc1SCC(=O)c1ccccc1,5,-2.7%,108*,-28,?,?,5%,0,-16
CCC(=O)N1CCc2cc(S(=O)(=O)N3CCCC3)ccc21,-18,1.3%,5,1,-4%,3%,-5%,1,-14
CCOc1ccc(N2C(=O)/C(=C/c3ccccc3OCC(=O)OC)N(CC(=O)OC)C2=S)cc1,4,-0.2%,4,-1,3%,0%,-8%,-4,-7
O=C(Nc1ccccc1C(=O)O)c1cc(S(=O)(=O)N2CCOCC2)c(Br)s1,0,-0.1%,7,10,-3%,2%,1%,6,-1
CN(C)S(=O)(=O)N1CCN(c2ccc([N+](=O)[O-])c(N3CCCCC3)c2)CC1,-3,-1.1%,0,0,-9%,0%,-2%,-5,-14
O=C(NCc1ccco1)C1CCC(CNS(=O)(=O)c2cccc3cccnc23)CC1 (stereo not given),-2,-0.7%,0,-1,0%,1%,-3%,-5,·
Cc1ccc(S(=O)(=O)Nc2cccc3cccnc23)c([N+](=O)[O-])c1,0,0.7%,2,19,-18%,?,?,-3,-16
O=C(COC(=O)c1cc(=O)[nH]c2ccccc12)Nc1cccc(S(=O)(=O)N2CCOCC2)c1,-6,3.3%,4,-9,7%,0%,-3%,-12,-6
O=C(CSc1n[nH]c(=O)n1C1CC1)NCc1ccccc1,-1,6.2%,3,-9,-5%,0%,4%,6,-8
COc1cc(C2NC(=O)c3ccccc3O2)ccc1OC(C)C (stereo not given),6,0.3%,0,12,-42%,0%,-8%,-1,-12
COC(=O)C1=C(C)NC(=O)C1(NC(=O)c1ccncc1)C(F)(F)F (stereo not given),10,-0.4%,-1,2,2%,0%,-3%,4,-5
CCOc1ccc(N2C(=O)CC(N(O)c3ccccc3)C2=O)cc1 (stereo not given),-5,-1.0%,0,0,1%,-4%,6%,-6,-22
NC(=S)NN=C1c2cc(Cl)ccc2-c2c1cc(Cl)cc2[N+](=O)[O-],·,·,·,·,8%,-2%,-2%,·,-10
O=c1nc2n(c3c4c(sc13)CCC4)CCC2,-8,4.4%,2,-9,-7%,-3%,-3%,-6,6
O=C(Nc1ccccc1)N1CCN(Cc2ccc3c(c2)OCO3)CC1,-12,0.0%,1,-20,-3%,-6%,0%,-4,·
O=C(NC1CCCCC1)NC1CC2CCC(C1)N2Cc1nnnn1Cc1ccc2c(c1)OCO2 (stereo not given),-8,-0.7%,1,-4,3%,4%,-3%,-3,-4
CCOc1c(Br)cc(C2CC(=O)Nc3cc4c(cc32)OCO4)cc1OC (stereo not given),-2,5.8%,-1,7,0%,5%,-3%,5,-11
CCCSCCCNC(=O)c1ccc(C)c(NC(=O)c2nsc3ccccc23)c1,6,-3.3%,12,-14,1%,-1%,-4%,-2,-13
CCCNC(=O)c1cc2c(C(F)(F)F)nn(C)c2s1,-1,2.3%,1,-18,4%,-1%,-1%,1,-7
N=C(N)SCCN,-1,1.1%,-2,-15,-1%,2%,-3%&-2%&-5%&4%,-2,·

Grouped by structure, the compounds so far with an aryl thioether with sulfur outside any ring.
molecule,D2 PAM,RXFP1 ag,D1 ag,D1 antag,Vif-A3F inh,Vif-APOBEC3G blk,Glioma ERSR ind,D1 potentiator,RXFP1 antagonist
CCCn1c(SCC(=O)c2cc(C)c(C)cc2C)n[nH]c1=O,11,-0.2%,6,2,10%,7%,-3%,3,-6
CC(C)n1nnnc1SCC(=O)NCc1cccs1,21,0.0%,2,7,5%,-2%,7%,2,0
O=C(CSc1nc2nccnc2c(=O)n1Cc1cccs1)Nc1ccccc1,8,12%,3,-3,2%,-2%,-5%,-7,22
Cc1ccc2nc(SCC(=O)c3c(C)[nH]c4ccccc34)[nH]c2c1,2,1.2%,12,-7,-10%,-4%,2%,-5,-11
Cc1cc(SCc2c(F)cccc2Cl)nc(=O)[nH]1,1,13%,4,11,-7%,-6%,0%,-1,10
N#Cc1ccc(-c2cccnc2)nc1SCC(=O)c1ccccc1,5,-2.7%,108*,-28,?,?,5%,0,-16
O=C(CSc1n[nH]c(=O)n1C1CC1)NCc1ccccc1,-1,6.2%,3,-9,-5%,0%,4%,6,-8
